Compound activity: PubChem BioAssay, NMMLSC
RGS4-Gao reg: human RGS4-Galphao interaction regulation | Multiplexed bead flow cytometry, RGS4-Galphao binding; actives lie on both sides | P09471 | actives 0.33% (n = 220,000) | binding response (% of control), % at 10 µM; in the data active = binding response below about 49% or above about 150%; inactive = in between;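 note: fluorescent Galphao activated with aluminum fluoride binding bead-coupled RGS4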
Target sequence (P09471 whole entry, looked up): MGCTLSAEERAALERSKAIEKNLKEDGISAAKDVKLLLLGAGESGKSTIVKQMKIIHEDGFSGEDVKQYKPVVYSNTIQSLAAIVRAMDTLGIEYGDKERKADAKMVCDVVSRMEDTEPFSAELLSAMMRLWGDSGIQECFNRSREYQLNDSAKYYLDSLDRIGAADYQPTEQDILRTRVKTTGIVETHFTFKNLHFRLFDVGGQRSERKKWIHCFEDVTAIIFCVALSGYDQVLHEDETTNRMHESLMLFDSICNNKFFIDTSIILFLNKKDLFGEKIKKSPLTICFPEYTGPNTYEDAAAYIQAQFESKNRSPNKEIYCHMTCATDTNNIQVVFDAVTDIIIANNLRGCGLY
GSH fluor: GSH bead compound fluorescence profile | GSH beads flow cytometry, compound fluorescence 488/530 nm; active compounds read high | fluorescence (KMESF) at 10 µM | actives 0.25% (n = 190,000); in the data active = fluorescence above about 89;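 note: glutathione beads carrying GST-tagged Bcl family fusion proteins plus one bare bead set; values are compound well signal with DMSO vehicle wells as background; inactives centre near 16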
Bcl-2 Bim block: inhibitors of Bim-Bcl-2 interaction, human; inhibition, % at 10 µM; AID 950; Bead-based flow cytometry, Bim peptide-Bcl-2 binding; actives 0.06% (n = 190,000); in the data active = inhibition above about 40%; inconclusive = no clear call, values can overlap the other calls;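 note: 0% = no compound wells with probe peptide and 100% = reference peptide inhibitor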
Target sequence (P10415 whole entry, looked up): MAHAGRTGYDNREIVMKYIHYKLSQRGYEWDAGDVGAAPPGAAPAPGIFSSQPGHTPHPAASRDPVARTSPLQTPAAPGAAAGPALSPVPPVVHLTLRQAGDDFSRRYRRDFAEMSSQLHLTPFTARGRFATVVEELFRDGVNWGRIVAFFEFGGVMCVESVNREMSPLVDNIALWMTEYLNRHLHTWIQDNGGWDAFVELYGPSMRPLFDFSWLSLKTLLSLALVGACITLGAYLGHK
Bcl-B Bim block: disrupts Bim peptide binding to human Bcl-B | inhibition, % at 10 µM | bead-based flow cytometry | actives 0.073% (n = 190,000);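 note: 0% = tracer peptide without compound and 100% = reference inhibitor peptide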
Bim-Bcl-XL: disrupts Bim peptide binding to human Bcl-XL; bead flow cytometry, fluorescence; inhibition, % at 10 µM; actives 0.04% (n = 190,000); AID 1007
Target sequence (Q07817 whole entry, looked up): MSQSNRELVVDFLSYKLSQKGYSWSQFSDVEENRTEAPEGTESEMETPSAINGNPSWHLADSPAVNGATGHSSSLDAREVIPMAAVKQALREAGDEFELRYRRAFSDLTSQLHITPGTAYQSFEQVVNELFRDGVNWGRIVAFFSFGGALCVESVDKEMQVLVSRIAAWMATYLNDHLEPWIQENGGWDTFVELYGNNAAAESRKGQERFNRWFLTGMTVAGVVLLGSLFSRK
ABCB1 block: blocks JC-1 efflux by human ABCB1 transporter | AID 1326 | inhibition, % at 6.6 µM | actives 0.067% (n = 190,000) | CCRF-Adr cells, flow cytometry | P08183; in the data active = inhibition above about 40%;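 note: 0% = vehicle and 100% = reference inhibitor; higher value means more JC-1 retained so stronger ABCB1 efflux block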
ABCG2 block: blocks JC-1 efflux by human ABCG2 transporter; actives 0.1% (n = 190,000); inhibition, % at 6.6 µM; IgMXP3 cells, flow cytometry; Q9UNQ0;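 active = inhibition above 80%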;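 note: 0% = DMSO and 100% = nicardipine control wells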
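Test system: ABCG2 IgMXP3 and barcoded ABCB1 CCRF-Adr cell mix; Schedule: cells with compound and JC-1, 10 min at 25 °C, rotating, no wash; Technique: flow cytometry of retained JC-1 fluorescence; Measure: % inhibition of efflux relative to nicardipine and DMSO; Controls: nicardipine high and DMSO low controls.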
Bcl-W Bim block: disrupts Bim peptide binding to human Bcl-W. Q92843. inhibition, % at 10 µM. bead-based flow cytometry. actives 0.02% (n = 190,000);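 note: 0% = bound tracer without compound and 100% = peptide blocker; higher means less fluorescent Bim peptide bound to Bcl-W beads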
Target sequence (Q92843 whole entry, looked up): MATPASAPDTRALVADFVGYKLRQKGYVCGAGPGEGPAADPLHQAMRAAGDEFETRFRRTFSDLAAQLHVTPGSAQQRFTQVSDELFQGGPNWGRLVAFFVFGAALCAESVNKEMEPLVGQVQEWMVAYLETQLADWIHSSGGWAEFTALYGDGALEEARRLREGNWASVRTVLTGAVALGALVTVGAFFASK
Bim-Bfl-1: disrupts Bim binding to human Bfl-1 | AID 1008 | actives 0.12% (n = 190,000) | inhibition, % at 10 µM | Q16548 | Bead-based flow cytometry, Bim-Bfl-1 binding inhibition;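 note: 0% = wells without compound plus tracer and 100% = blocker peptide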
RGS7-Gao reg: regulators of human RGS7-Galphao interaction | actives 0.35% (n = 220,000) | Multiplexed bead flow cytometry, RGS7-Galphao binding; actives lie on both sides | binding response (% of control), % at 10 µM | P09471; in the data active = binding response below about 49% or above about 150%; inconclusive = no clear call, values can overlap the other calls; inactive = in between;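 note: fluorescent Galphao held in activated GDP-AlF4 state binding bead-coupled RGS7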
RGS8-Gao reg: regulators of human RGS8-Galphao interaction; multiplexed bead flow cytometry, RGS8-Galphao binding; actives lie on both sides; response (percent of control binding), % at 10 µM; actives 0.34% (n = 220,000); in the data active = response below about 60% or above about 140%; inactive = in between;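 note: Galphao activated as the GDP aluminium fluoride complex binding bead-coupled RGS8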
The depositor's hits bear a star; ? = inconclusive; nt = no result given; & = joins results of further samples; ! = repeats disagree; [ ] = dose if it differs, or a comment. Cut-off read from the data, not from the text of the source, unless noted: active = inhibition above about 40%.

SMILES	RGS4-Gao reg	GSH fluor	Bcl-2 Bim block	Bcl-B Bim block	Bim-Bcl-XL	ABCB1 block	ABCG2 block	Bcl-W Bim block	Bim-Bfl-1	RGS7-Gao reg	RGS8-Gao reg
CCn1c(CSc2nnc(-c3ccc4c(c3)OCO4)o2)nc2cc(S(=O)(=O)N(C)C)ccc21	100	21	1	0	0	0.5	1	0	0	98	99
CCOc1ccc(CSC(CC(=O)O)C(=O)O)cc1 (stereo not given)	101	22	-1	0	0	0.8	3	-2	-2	103	102
COCCNC(=O)COc1ccccc1Cl	100	28	-6	-4	-5	-0.5	0	0	-2	97	99
O=C(NN=C1CCCCCCCCCCC1)c1ccncc1	101	12	0	0	-2	0.0	0	-3	-8	101	102
CCC/C=N/NC(=O)C1COc2ccccc2O1 (stereo not given)	93	11	2	3	3	0.6	0	0	2	90	85
COc1ccc(Cl)cc1Nc1nc(-c2sc(NC(=O)CC(C)C)nc2C)cs1	97	24	-2	-8	-1	-0.5	-1	0	-8	102	98
COC(=O)c1nn(Cc2ccccc2)c(=O)c2ccccc12	98	14	-3	-3	-3	1.4	11	0	-10	94	102
COc1ccc(-c2noc(CCC(=O)NCCN(C)Cc3ccccc3)n2)cc1	101	12	0	3	-2	0.5	1	0	0	100	103
CCCN(c1nc(C)cc(OC)n1)S(=O)(=O)c1ccccc1	102	17	1	-3	0	0.7	3	-3	-2	99	99
Cc1ccc(NP(=O)(Nc2ccc(C)cc2)Nc2ccc(C)cc2)cc1	105	16	-1	-4	-1	0.0	2	-1	-5	?	115

Nothing new here: entries from further up.
SMILES	RGS4-Gao reg	GSH fluor	Bcl-2 Bim block	Bcl-B Bim block	Bim-Bcl-XL	ABCB1 block	ABCG2 block	Bcl-W Bim block	Bim-Bfl-1	RGS7-Gao reg	RGS8-Gao reg
COCCNC(=O)COc1ccccc1Cl	100	28	-6	-4	-5	-0.5	0	0	-2	97	99
O=C(NN=C1CCCCCCCCCCC1)c1ccncc1	101	12	0	0	-2	0.0	0	-3	-8	101	102
CCC/C=N/NC(=O)C1COc2ccccc2O1 (stereo not given)	93	11	2	3	3	0.6	0	0	2	90	85
COc1ccc(Cl)cc1Nc1nc(-c2sc(NC(=O)CC(C)C)nc2C)cs1	97	24	-2	-8	-1	-0.5	-1	0	-8	102	98
COC(=O)c1nn(Cc2ccccc2)c(=O)c2ccccc12	98	14	-3	-3	-3	1.4	11	0	-10	94	102
COc1ccc(-c2noc(CCC(=O)NCCN(C)Cc3ccccc3)n2)cc1	101	12	0	3	-2	0.5	1	0	0	100	103

The list goes on.
SMILES	RGS4-Gao reg	GSH fluor	Bcl-2 Bim block	Bcl-B Bim block	Bim-Bcl-XL	ABCB1 block	ABCG2 block	Bcl-W Bim block	Bim-Bfl-1	RGS7-Gao reg	RGS8-Gao reg
COc1ccc2c([N+](=O)[O-])c(Cl)[nH]c2c1	103	10	1	-6	2	0.6	2	8	2	?	100
O=[N+]([O-])c1ccc2sc(SCc3nc4ccccn4c3Br)nc2c1	99	6	-1	15	-8	0.3	-1	-5	-5	99	102
CCOC(=O)CSc1[nH]c2cc(OC)ccc2c1[N+](=O)[O-]	76	27	0	-5	0	-0.1	0	0	-6	69	101
CC1(C)C(=O)Nc2ccccc2N1C(=O)COC(=O)C1CCCCC1	97	37	-12	-10	-17	0.5	2	0	-17	97	99
CSc1ccccc1NC(=O)CSCc1ccccc1Br	102	49	-9	-4	-4	0.6	6	0	-13	117	100
Nc1c(C(=O)NCc2ccco2)nnn1-c1ccccc1	104	34	-10	-11	-2	0.7	4	0	-11	104	105
NC(=O)c1cc2ccccc2o/c1=N\NC(=O)c1ccncc1	95	11	-2	10	8	-0.3	0	7	-1	95	99
CC(C)(C)n1nnnc1C(c1ccc(F)cc1)N1CCC(C(N)=O)CC1 (stereo not given)	99	12	0	-2	0	0.6	3	0	-4	?	100
CC(C)(C)NC(=O)CCc1nnc(Cc2c[nH]c3ccccc23)o1	100	13	0	-1	-2	0.6	2	-1	-5	100	102
COc1cccc(C(=O)Nc2ccc(-c3nc4ccccc4o3)c(O)c2)c1	100	12	0	0	-2	-0.2	-2	-1	0	101	99
O=C(COC(=O)CC1CC2CCC1C2)Nc1c(F)cccc1F (stereo not given)	100	14	-4	-2	-3	0.7	16	-3	-5	99	102
Cc1ccc(NC(=O)c2cnc(N3CCN(c4ccccn4)CC3)c3ccccc23)c(Br)c1	96	13	0	-5	-6	2.1	3	-2	-5	96	97
Cc1nc(Sc2nnnn2C)c2c3c(sc2n1)CCC3	102	17	-3	-2	-4	0.6	2	-4	-3	101	101
O=C(Cc1ccccc1)Nc1ccc2c(c1)CCC2	95	11	0	0	1	-0.4	6	2	-4	98	95
Cc1ccc(Oc2cc(-n3nc(C)cc3C)ncn2)cc1	100	13	-4	-6	-5	0.0	-2	-5	-3	102	103
CCOc1ccc(-n2cc(-c3ccccc3)c3c(SC(C)C(=O)OC)ncnc32)cc1 (stereo not given)	98	15	-6	-8	-4	2.2	28	-3	-9	99	99
O=C(CC1=NC2(CCCC2)Cc2ccccc21)N1CCOCC1	106	31	-8	-8	-12	0.3	1	0	-17	101	101
Cc1ccccc1NC(=S)NC(=O)CCc1ccccc1	106	9	2	-1	0	-0.1	0	-3	2	106	103
COc1ccc(N2CCN(C(=O)c3ccc(COc4ccc5c(C)cc(=O)oc5c4)cc3)CC2)cc1	180*[activator]	24	-2	-9	-6	2.8	12	0	-3	158*[activator]	99
CC(C)CNC(=O)COc1cccc(C(=O)NCc2ccccc2)c1	97	10	-7	-2	-4	0.7	17	-1	-15	101	100
O=S(=O)(Nc1nc2ccccc2nc1NCCN1CCOCC1)c1cccc(Cl)c1	102	23	-5	-11	-5	0.8	5	-1	-15	97	102
COc1ccc(CCNC(=O)CCNC(=O)c2ccc(Br)cc2)cc1OC	102	10	-6	-9	-5	0.2	31	-6	-6	101	104
COc1ccc(C(=O)c2ccc(OC)cc2O)c(O)c1	104	42	-10	-8	-1	0.9	9	0	-10	101	104
COc1ccc(NC2=NC3(CCCCC3)N=C(N)N2)cc1	104	42	-13	-11	-11	0.3	1	-4	-13	103	108
COc1ccc(-c2nnnn2C)cc1S(=O)(=O)NCCc1ccccc1	106	25	-6	-9	-7	0.8	-8	-5	-3	103	109
NC(=O)CN(c1ccc([N+](=O)[O-])cc1)S(=O)(=O)c1ccccc1	100	11	0	0	-3	0.9	3	0	-4	102	104
CC(C)c1ccc(Nc2nnc(SCC(=O)Nc3ncc(S(=O)(=O)c4ccc([N+](=O)[O-])cc4)s3)s2)cc1	100	15	2	0	6	-0.8	-3	6	5	97	98
C=CCn1c(C2CC(=O)N(c3ccc(C)cc3)C2)nc2ccccc21 (stereo not given)	101	49	-7	-5	-6	0.0	0	1	-10	101	104
C=CCSc1nc(N)c(C(=O)Nc2ccccc2OC)cc1C(=O)Nc1ccccc1	102	24	-9	-7	-4	-0.1	2	-1	-12	104	101
Cc1cc2ncn(C(=O)c3c(-c4c(Cl)cccc4Cl)noc3C)c2cc1C	103	16	-10	-8	-7	0.6	2	-1	-10	110	106
COC(=O)c1ccccc1NC(=O)CN1CCC(n2nnc3cc(C(F)(F)F)ccc32)CC1	109	6	3	-2	-3	1.2	4	3	-11	108	107
CCCN(CCC)CCNC(=O)C1CCCN(S(=O)(=O)c2ccc3c(c2)oc(=O)n3C)C1 (stereo not given)	105	28	-1	0	-3	0.5	1	1	-4	100	102
Cc1nn(CCCC(=O)Nc2sc3c(c2C#N)CCC3)c(C)c1[N+](=O)[O-]	98	25	-4	-11	-4	0.1	1	0	4	103	100
Cc1[nH]c(=O)[nH]c(=O)c1S(=O)(=O)Nc1ccc(Oc2ccccc2)cc1	98	22	-7	-6	-7	-0.4	4	-2	-21	99	98
O=C(NC1CC1)c1c[nH]c2ccc(S(=O)(=O)Nc3cccc(C(F)(F)F)c3)cc2c1=O	96	6	1	5	5	0.1	2	1	1	107	102
CN(Cc1ccccc1)c1ccc(C(=O)O)cc1[N+](=O)[O-]	97	14	15	12	20	0.3	2	13	15	98	90
COc1ccccc1-c1nc2ccccc2c(=O)n1NC(=O)c1cccs1	103	108*	?	nt	nt	2.4	4	nt	nt	100	103
O=C(CCn1c(=O)oc2ccccc21)NC1=NCCS1	98	63	0	0	-2	2.3	15	-1	-2	99	101
Cc1cccc(-n2nnc(C(=O)NCc3ccco3)c2N)c1	102	32	-11	-11	-2	0.8	4	-2	-7	106	102
CCc1cc2c(=O)nc3n(c2s1)Cc1ccccc1/C3=C(/O)c1ccc(F)cc1	96	13	0	-1	-1	1.6	5	-1	-1	96	98
O=S(=O)(/N=C(/Nc1ccccc1)c1ccccc1)c1cccs1	103	13	-12	-10	-3	1.1	13	-1	-7	102	103
CCN(CCCNC(=O)C1CCN(S(=O)(=O)c2cnc[nH]2)CC1)c1ccccc1	99	32	-7	-7	-3	1.1	3	1	-14	99	99
CCOC(=O)c1c(NC(=O)c2ccc(N3C(=O)C4C5C=CC(C5)C4C3=O)cc2)sc2c1CCCC2 (stereo not given)	100	32	-9	-5	-4	2.6	40	0	-17	100	101
OC(COc1ccc2ccccc2c1Cl)CN1CCOCC1 (stereo not given)	99	25	-7	-10	-5	0.2	1	2	-9	98	100
COc1ccc(Cc2nc(-c3ccccn3)no2)cc1	95	27	-11	-7	-10	0.2	13	-3	-15	91	99
CC1CC(C)CN(C(=O)CSc2nc3ccsc3c(=O)n2Cc2ccccn2)C1 (stereo not given)	88	23	-2	-2	-1	2.9	17	-2	-1	89	96
CCN(CC)S(=O)(=O)c1cc(C(=O)OCC(=O)Nc2c(F)cccc2F)ccc1F	100	16	-10	-10	-7	0.1	0	-3	0	104	102
CC(C(=O)Nc1ccccc1Sc1ccccc1)N(c1ccccc1)S(C)(=O)=O (stereo not given)	104	11	0	-4	2	1.2	5	4	-6	97	102
CCn1c(SCC(=O)Nc2cc(C)on2)nnc1-c1ccccc1	100	29	4	0	1	0.4	6	0	1	102	101
C=CCn1c(SCC(=O)c2ccc(F)cc2)nnc1-c1ccc2c(c1)OCO2	99	21	0	-18	-7	1.7	12	-3	0	95	102

Further structures.
SMILES	RGS4-Gao reg	GSH fluor	Bcl-2 Bim block	Bcl-B Bim block	Bim-Bcl-XL	ABCB1 block	ABCG2 block	Bcl-W Bim block	Bim-Bfl-1	RGS7-Gao reg	RGS8-Gao reg
Cc1nn(C)c(C(=O)NNC(=S)NCC(C)C)c1Cl	105	10	-1	-19	-1	0.6	2	-5	2	106	103
Cc1sc2nc(C3CC3)nc(SCC(=O)NCc3ccco3)c2c1C	88	14	-6	-2	-6	0.7	4	3	-4	86	92
NS(=O)(=O)c1ccc(NC(=O)C2CCCO2)cc1 (stereo not given)	89	24	-4	0	-5	0.9	3	-3	-4	88	88
O=C(CNC(=O)C1CCCCC1)Nc1ccccc1	101	7	2	-1	-3	0.7	1	-1	0	101	102
COCc1ccc([C@@H]2C[C@H]3CN(Cc4cccnc4)C(=O)[C@]34CCCN24)o1	96	10	-2	-2	-5	0.8	0	-2	-5	95	100
CCOc1c2ccc(C(=O)NCCCCc3ccccc3)cc2nn1CC	105	8	0	0	2	0.3	2	-4	-1	101	102
Cc1cc(C(=O)CSc2nnc(-c3cccnc3)n2-c2ccccc2F)c(C)n1C	6.8*!	10&16	-2&-2	-1&-2	-1&-1	2.0&0.0	6&1	0&-1	-2&-3	5.0*!	11*!

The order is random, and some 1.1% of all compounds hit somewhere here.
